Bim-Bcl-W: inhibitors of Bim-Bcl-W interaction, human. bead-based flow cytometry, Bim peptide-Bcl-W binding. inhibition, % at 10 µM. 0.02% of 190,000 active. AID 952;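 further: 0% = bound tracer without compound and 100% = peptide blocker; higher means less fluorescent Bim peptide bound to Bcl-W beads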
Target sequence (Q92843 whole entry, looked up): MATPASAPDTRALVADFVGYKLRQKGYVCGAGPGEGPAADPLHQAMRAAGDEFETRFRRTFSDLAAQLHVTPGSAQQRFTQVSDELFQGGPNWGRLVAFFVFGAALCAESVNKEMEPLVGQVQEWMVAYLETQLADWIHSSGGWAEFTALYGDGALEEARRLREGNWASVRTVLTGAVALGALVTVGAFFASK
Bcl-2 Bim block: human Bim-Bcl-2 interaction inhibition; AID 950; inhibition, % at 10 µM; 0.06% of 190,000 active; Bead-based flow cytometry, Bim peptide-Bcl-2 binding; P10415; in the data active means inhibition above about 40%; inconclusive means no clear call, values can overlap the other calls;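 further: 0% = no compound wells with probe peptide and 100% = reference peptide inhibitor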
Bfl-1 Bim block: inhibitors of Bim-Bfl-1 interaction, human; 0.12% of 190,000 active; Bead-based flow cytometry, Bim-Bfl-1 binding inhibition; inhibition, % at 10 µM;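 further: 0% = wells without compound plus tracer and 100% = blocker peptide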
Mcl1 Bid PPI: disrupts binding of human Mcl-1 to Bid peptide | TR-FRET Mcl-1/Bid-Dy647 peptide binding, 1536-well | Q07820 | AID 1021 | 0.97% of 220,000 active | inhibition, % at 21.7 µM;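 active means compounds that cut the binding signal by more than half at the single screening dose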;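 further: His-tagged Mcl-1 with europium anti-His antibody binding Bid BH3 peptide; 0% = Mcl-1 plus peptide wells and 100% = peptide-only wells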
Target sequence (Q07820 whole entry, looked up): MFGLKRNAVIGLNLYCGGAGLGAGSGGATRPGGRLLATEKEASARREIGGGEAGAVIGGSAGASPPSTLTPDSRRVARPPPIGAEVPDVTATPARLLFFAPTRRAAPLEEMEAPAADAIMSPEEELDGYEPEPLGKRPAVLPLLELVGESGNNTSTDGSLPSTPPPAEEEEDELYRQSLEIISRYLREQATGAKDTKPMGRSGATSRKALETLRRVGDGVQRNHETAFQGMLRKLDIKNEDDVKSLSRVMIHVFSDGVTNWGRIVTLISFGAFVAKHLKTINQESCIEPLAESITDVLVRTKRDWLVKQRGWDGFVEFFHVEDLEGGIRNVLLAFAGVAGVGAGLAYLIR
Mcl-1 Bim block: disrupts Bim peptide binding to human Mcl-1 | inhibition, % at 10 µM | Bead-based flow cytometry, Bim peptide-Mcl-1 binding | Q07820 | 0.1% of 190,000 active | AID 1009;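 further: 0% = no compound tracer wells and 100% = peptide blocker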
RGS7-Gao reg: regulators of human RGS7-Galphao interaction; P09471; Multiplexed bead flow cytometry, RGS7-Galphao binding; actives lie on both sides; binding response (% of control), % at 10 µM; 0.35% of 220,000 active; AID 1439; in the data active means binding response below about 49% or above about 150%; inconclusive means no clear call, values can overlap the other calls; inactive means in between;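 further: fluorescent Galphao held in activated GDP-AlF4 state binding bead-coupled RGS7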
Mcl1-Noxa inh: Mcl-1/Noxa interaction inhibition. Q07820. TR-FRET Mcl-1/Noxa peptide binding, 2 h. inhibition, % at 21.7 µM. 1.5% of 220,000 active. AID 1022;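 active means compounds that cut the protein-peptide binding signal by more than 50% relative to plate controls in a single-dose test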;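 further: His-tagged Mcl-1 with rhodamine Noxa BH3 peptide and terbium anti-His antibody; 0% = Mcl-1 plus Noxa peptide wells and 100% = peptide-only wells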
Bim-Bcl-XL: disrupts Bim peptide binding to human Bcl-XL; Q07817; inhibition, % at 10 µM; bead flow cytometry, fluorescence; 0.04% of 190,000 active
Target sequence (Q07817 whole entry, looked up): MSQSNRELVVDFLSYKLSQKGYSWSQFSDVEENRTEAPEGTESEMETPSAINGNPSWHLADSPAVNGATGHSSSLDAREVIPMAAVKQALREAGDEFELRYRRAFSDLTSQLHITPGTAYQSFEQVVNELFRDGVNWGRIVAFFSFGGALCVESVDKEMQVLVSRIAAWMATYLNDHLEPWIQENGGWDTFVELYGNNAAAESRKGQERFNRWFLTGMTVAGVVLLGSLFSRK
RGS4-Gao reg: human RGS4-Galphao interaction regulation. AID 1415. Multiplexed bead flow cytometry, RGS4-Galphao binding; actives lie on both sides. binding response (% of control), % at 10 µM. P09471. 0.33% of 220,000 active; in the data active means binding response below about 49% or above about 150%; inactive means in between;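 further: fluorescent Galphao activated with aluminum fluoride binding bead-coupled RGS4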
RGS8-Gao reg: regulators of human RGS8-Galphao interaction. P09471. multiplexed bead flow cytometry, RGS8-Galphao binding; actives lie on both sides. response (percent of control binding), % at 10 µM. 0.34% of 220,000 active; in the data active means response below about 60% or above about 140%; inactive means in between;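 further: Galphao activated as the GDP aluminium fluoride complex binding bead-coupled RGS8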
Bim-Bcl-B: human Bim-Bcl-B interaction inhibition; 0.073% of 190,000 active; bead-based flow cytometry, Bim peptide-Bcl-B binding; inhibition, % at 10 µM; Q9HD36;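 further: 0% = tracer peptide without compound and 100% = reference inhibitor peptide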
Target sequence (Q9HD36 whole entry, looked up): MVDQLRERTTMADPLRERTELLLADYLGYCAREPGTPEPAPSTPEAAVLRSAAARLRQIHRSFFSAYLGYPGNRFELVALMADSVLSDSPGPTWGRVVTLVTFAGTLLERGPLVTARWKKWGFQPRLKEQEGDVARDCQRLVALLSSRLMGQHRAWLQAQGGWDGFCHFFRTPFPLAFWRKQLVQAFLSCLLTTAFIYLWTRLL
The depositor's hits bear a star; ? = inconclusive; · = not tested or not shown. Unless noted, no stated cut-off is given here; in the data, active means inhibition above about 40%.

SMILES	Bim-Bcl-W	Bcl-2 Bim block	Bfl-1 Bim block	Mcl1 Bid PPI	Mcl-1 Bim block	RGS7-Gao reg	Mcl1-Noxa inh	Bim-Bcl-XL	RGS4-Gao reg	RGS8-Gao reg	Bim-Bcl-B
COc1ccc2c(c1)C=CC1(O2)N(CCO)c2ccccc2C1(C)C (centres undefined)	-2	1	0	-27	-2	103	9	-3	102	102	-4
Cc1ccccc1C(=O)N1CCN(c2ccc([N+](=O)[O-])c(NCc3cccnc3)c2)CC1	-1	-1	0	-6	-2	95	21	-1	96	104	-2
O=C(OCCN1C(=O)c2cccc3c(N4CCOCC4)ccc(c23)C1=O)c1ccccc1Cl	2	2	-4	-12	2	102	-145	4	81	86	-13
S=C(NC1CCCC1)N1CCN(C/C=C/c2ccccc2)CC1	-4	-4	-7	-18	0	?	-9	-3	100	100	-10
O=C(c1nc2ccccn2c1CN1CCCC(OCc2ccccc2)C1)N1CCCC1 (centres undefined)	-3	-2	2	5	0	103	13	0	104	112	0
O=[N+]([O-])c1ccc(O)c(C=Nc2cccc3ncccc23)c1	0	2	2	2	0	91	35	0	91	93	2
Cc1nonc1C(=O)N/N=C/c1cc2c(cc1Br)OCO2	-2	-6	-6	-16	16	101	18	-3	100	105	-5
CCCNC(=O)c1cccc(COc2ccccc2OC)c1	1	-1	0	8	-3	99	14	-1	99	97	6
CN(CCC1CCOCC1)C(=O)CC1C(=O)NCCN1CC1CCCCC1 (centres undefined)	-1	-1	-6	-11	0	97	-6	-2	102	98	-3
Cc1ccc(/C=N/NC(=O)CNC(=O)c2ccc(S(=O)(=O)N3CCCC3)cc2)o1	-3	-1	0	-6	0	102	0	0	105	101	-2
CCN1C(=O)CC(N2CCN(c3ccc(Cl)cc3)CC2)C1=O (centres undefined)	-3	1	-5	18	-6	103	14	-6	105	103	-3
O=C(CSc1nc2ccccc2c(=O)n1-c1ccc(Cl)cc1)N/N=C/C=C/c1ccccc1[N+](=O)[O-]	-7	2	-8	2	-6	98	15	-8	100	101	-8
NS(=O)(=O)c1ccc(NCc2cc(Cl)ccc2OCc2ccc(F)cc2)cc1	-2	-5	-3	-7	-3	105	12	-6	104	101	-7
O=C(c1cccc(C(=O)N2CCc3ccccc32)n1)N1CCc2ccccc21	1	-3	-11	-38	0	97	-9	0	98	94	-8
COc1ccc(Nc2cc(C(=O)NCc3ccco3)c3ccccc3n2)cc1	-6	-14	-9	-30	-10	99	4	-13	103	101	-2
COCCNC(=O)c1cc2sc3ccccc3c2s1	1	-4	-7	10	1	104	11	0	100	103	-3
O=C(Cn1nc(Cc2cccnc2)c2ccccc2c1=O)Nc1cc(F)ccc1F	·	·	·	-26	·	?	-3	·	95	102	·
C/C(Cn1nc([N+](=O)[O-])cc1C)=N\NC(=O)COc1ccc(Cl)cc1Cl	-1	-5	-6	10	-1	94	2	-5	97	102	-7
Cc1ccc(NC(=O)c2ccn(C(=O)Nc3ccccc3)n2)c(C)c1	-2	-1	-2	-16	0	98	5	-2	101	102	-1
O=C(NC(Cc1ccccc1)C(=O)O)c1ccc(S(=O)(=O)N2CCCC2)cc1 (centres undefined)	-4	-1	-2	5	-3	98	20	-2	96	99	-3
Cc1ccc(-n2c(-c3ccccc3)c[n+]3c2CCc2ccccc2-3)c(C)c1	-2	-1	-3	3	0	107	-8	0	104	102	-4
CCN(CC)S(=O)(=O)c1ccc(C(=O)NCc2n[nH]c(=S)n2-c2ccccc2OC)cc1	-16	-5	7	23	-12	102	31	-14	101	96	-80
Nc1ccc(C(=O)N(CCO)CCO)cc1	0	-1	-4	-5	3	92	0	-2	96	99	0
O=C(C(Sc1ccccc1)c1ccccc1)N1CCN(c2ccccc2)CC1 (centres undefined)	0	0	-1	-32	-1	101	22	0	93	85	-1
O=C(C1CCN(S(=O)(=O)c2ccccc2)CC1)N(CCc1ccccc1)Cc1ccco1	3	3	4	-35	3	92	0	0	87	86	2
C/C(=N\Nc1nc2ccccc2[nH]1)c1ccc2c(c1)OCCO2	0	4	3	-27	-3	105	-1	0	100	102	-1
CCOC(=O)C1CCCCN1Cc1cn(C)nc1-c1ccccc1F (centres undefined)	·	·	·	-14	·	?	-13	·	96	99	·
COc1cccc(-c2csc3nc[nH]c(=O)c23)c1	-4	-2	-5	-6	-6	96	-4	-10	99	97	-8
Cc1ccc(C)c(NC(=S)NC(NC(=O)N(C)C)C(Cl)(Cl)Cl)c1 (centres undefined)	-6	-7	-14	-4	-4	100	16	-9	108	100	-10
Cc1c(Cl)cccc1NC(=S)NN1CCOCC1	3	-9	-9	-25	4	103	10	-5	102	100	-11
N#C/C(=C/c1ccc(N2CCCCCC2)o1)c1ccc(F)cc1	5	-4	24	6	-8	102	29	0	104	85	-3
COc1cc(-c2nn3c(-c4ccccn4)nnc3s2)cc(OC)c1OC	2	2	0	-3	2	96	17	2	100	101	2
Cc1ccc(NC(=O)C2C3CCCC2C3c2ccccc2)c(C)c1 (centres undefined)	-6	-5	0	6	-5	104	20	-5	104	101	-8
O=C(N/N=C/c1ccc(N2CCOCC2)c([N+](=O)[O-])c1)c1ccc(F)cc1	3	-3	-4	-10	1	100	-22	1	99	99	-4
N#CCSc1nc2[nH]ncc2c(=O)n1-c1ccccc1Br	-2	0	-3	-20	0	100	14	0	102	101	-4
CC1CCN(C(NC(=O)c2ccco2)C(=O)c2ccccc2)CC1 (centres undefined)	-1	0	-1	-14	-2	89	1	0	91	97	0
COc1ccc(NC(=O)C(C)N2c3cccc4cccc(c34)S2(=O)=O)cc1OC (centres undefined)	-2	-1	0	-15	-1	102	0	-4	100	97	0
O=C(c1ccc2c(c1)OCO2)N(CC1CCCO1)C1(C(=O)NC2CCCC2)CCCCC1 (centres undefined)	2	-3	-2	-27	0	102	3	0	93	98	-2
Cc1cc(CNC(=O)C(C)Cc2ccccc2)nn1C (centres undefined)	-1	1	0	2	0	93	27	-1	94	97	-4
CC1=C(C#N)c2nc(N)c(C#N)c(C)c2/C1=C\c1ccc(OCC(=O)O)c(Cl)c1	·	·	·	7	·	?	57*	·	101	100	·

Compounds from the list above with two or more sulfur atoms (2):
SMILES	Bim-Bcl-W	Bcl-2 Bim block	Bfl-1 Bim block	Mcl1 Bid PPI	Mcl-1 Bim block	RGS7-Gao reg	Mcl1-Noxa inh	Bim-Bcl-XL	RGS4-Gao reg	RGS8-Gao reg	Bim-Bcl-B
COCCNC(=O)c1cc2sc3ccccc3c2s1	1	-4	-7	10	1	104	11	0	100	103	-3
CCN(CC)S(=O)(=O)c1ccc(C(=O)NCc2n[nH]c(=S)n2-c2ccccc2OC)cc1	-16	-5	7	23	-12	102	31	-14	101	96	-80

Whole records, looked up by structure:
Entry for CC1CCN(C(NC(=O)c2ccco2)C(=O)c2ccccc2)CC1 (centres undefined) : Bim-Bcl-W = -1; Bcl-2 Bim block = 0; Bfl-1 Bim block = -1; Mcl1 Bid PPI = -14; Mcl-1 Bim block = -2; RGS7-Gao reg = 89; Mcl1-Noxa inh = 1; Bim-Bcl-XL = 0; RGS4-Gao reg = 91; RGS8-Gao reg = 97; Bim-Bcl-B = 0
Entry for CCOC(=O)C1CCCCN1Cc1cn(C)nc1-c1ccccc1F (centres undefined) : Bim-Bcl-W = ·; Bcl-2 Bim block = ·; Bfl-1 Bim block = ·; Mcl1 Bid PPI = -14; Mcl-1 Bim block = ·; RGS7-Gao reg = ?; Mcl1-Noxa inh = -13; Bim-Bcl-XL = ·; RGS4-Gao reg = 96; RGS8-Gao reg = 99; Bim-Bcl-B = ·
Entry for COc1ccc(NC(=O)C(C)N2c3cccc4cccc(c34)S2(=O)=O)cc1OC (centres undefined) : Bim-Bcl-W = -2; Bcl-2 Bim block = -1; Bfl-1 Bim block = 0; Mcl1 Bid PPI = -15; Mcl-1 Bim block = -1; RGS7-Gao reg = 102; Mcl1-Noxa inh = 0; Bim-Bcl-XL = -4; RGS4-Gao reg = 100; RGS8-Gao reg = 97; Bim-Bcl-B = 0

Remaining list, next part:
SMILES	Bim-Bcl-W	Bcl-2 Bim block	Bfl-1 Bim block	Mcl1 Bid PPI	Mcl-1 Bim block	RGS7-Gao reg	Mcl1-Noxa inh	Bim-Bcl-XL	RGS4-Gao reg	RGS8-Gao reg	Bim-Bcl-B
O=S(=O)(Cc1ccc(Cl)cc1)Nc1ccc(Cl)cn1	-5	-1	1	-8	-1	84	-10	-2	89	94	0
Cc1cc(C)nc(NC(=O)CSc2ccccn2)n1	1	-2	0	-1	-7	107	2	-9	104	103	-7
CCc1ccc(OCCCC(=O)Nc2ccc(S(N)(=O)=O)cc2)cc1	2	-3	0	13	6	97	22	1	101	99	-3
CCc1nc(N2CCN(C(=O)c3ccccc3)CC2)c(C#N)c2c1COC(C)(C)C2	2	1	1	·	1	103	·	3	101	112	-24
C/C(=N\NC(=O)c1cccnc1)c1cc(C)oc1C	-3	-1	-1	-79	-4	99	-1	-4	100	97	-5
CCOC(=O)c1c(C=O)c2ccccc2n1CC	0	2	6	10	-1	101	11	-1	106	101	4
CCN1CCc2nc(NC(=O)c3ccccc3)sc2C1	-1	0	-2	1	-2	102	12	0	99	99	2
COc1cccc(CNC(=O)CCS(=O)(=O)c2cccc3nsnc23)c1	0	-2	0	8	1	99	-7	-1	100	99	0
CSC(=Nc1ccccc1)C(C#N)c1nc2ccccc2[nH]1 (centres undefined)	·	·	·	-56	·	?	-115	·	90	99	·
O=C(N1CCOCC1)N1CCC(c2nc(-c3ccc(S(=O)(=O)N4CCOCC4)cc3)no2)CC1	0	-3	-3	-13	-1	96	2	-4	93	91	-4
Cc1ccc(-n2[nH]c(C)c(C=NC34CN5CN(CN(C5)C3)C4)c2=O)cc1C	0	-8	-14	-7	-3	96	0	-8	98	99	-8
COc1ccccc1-c1cc(C(=O)N2CCN(c3ccccc3OC)CC2)no1	-1	0	0	4	-3	101	-6	-3	100	101	-1
COc1ccc(-c2cc(C(=O)Nc3c(C)n(C)n(-c4ccccc4)c3=O)no2)cc1OC	1	2	-3	-28	0	104	15	1	102	102	-1
CN(CCN1CCOCC1)Cc1nc(-c2ccc(Cl)cc2)no1	·	·	·	-17	·	?	17	·	99	100	·

A draw from above in order of molar mass, descending.
SMILES	Bim-Bcl-W	Bcl-2 Bim block	Bfl-1 Bim block	Mcl1 Bid PPI	Mcl-1 Bim block	RGS7-Gao reg	Mcl1-Noxa inh	Bim-Bcl-XL	RGS4-Gao reg	RGS8-Gao reg	Bim-Bcl-B
COc1ccccc1-c1cc(C(=O)N2CCN(c3ccccc3OC)CC2)no1	-1	0	0	4	-3	101	-6	-3	100	101	-1
COc1cccc(CNC(=O)CCS(=O)(=O)c2cccc3nsnc23)c1	0	-2	0	8	1	99	-7	-1	100	99	0
CN(CCN1CCOCC1)Cc1nc(-c2ccc(Cl)cc2)no1	·	·	·	-17	·	?	17	·	99	100	·
O=S(=O)(Cc1ccc(Cl)cc1)Nc1ccc(Cl)cn1	-5	-1	1	-8	-1	84	-10	-2	89	94	0

Compound activity deposited in PubChem by several laboratories.
